# Bioassay records (PubChem BioAssay)
# Vif-A3G inh = blocks the Vif interaction with human APOBEC3G | Q9HC16 | HeLa A3G-eYFP + Vif (tagged APOBEC3G with the HIV-1 protein that degrades it), YFP fluorescence, overnight | Potency, µM (series often up to 46.1 µM), without a hit: at the highest dose activity, negative = active, hits mostly inhibitors | 0.076% of 410,000 active | AID 602310;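 further: potency means the concentration at half of the fitted maximal effect; on the % scale 0 is the no-effect control and ±100 the full control effect; nearly all actives have a fitted effect of over 60% in size; hits raise eYFP signal because A3G escapes Vif-driven loss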
#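 Read-out is eYFP fluorescence (Ex 488/Em 500-530) from Vif-expressing HeLa A3G-eYFP cells; more signal means A3G escaped Vif-mediated degradation. Cells plated overnight, compound pinned in, incubated overnight at 37 deg C.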
# TrxR1 substrate = rat thioredoxin reductase 1 substrate activity. O89049. purified TrxR1 substrate turnover, NADPH consumption readout. Potency, µM (series often up to 114 µM), without a hit: top-dose activity change, negative = substrate turnover. 0.01% of 390,000 active. AID 588456; further: potency means the concentration at half of the fitted maximal effect; on the % scale 0 is the no-effect control and ±100 the full control effect; nearly all actives have a fitted effect of over 50% in size
# Target sequence (O89049 whole entry, looked up): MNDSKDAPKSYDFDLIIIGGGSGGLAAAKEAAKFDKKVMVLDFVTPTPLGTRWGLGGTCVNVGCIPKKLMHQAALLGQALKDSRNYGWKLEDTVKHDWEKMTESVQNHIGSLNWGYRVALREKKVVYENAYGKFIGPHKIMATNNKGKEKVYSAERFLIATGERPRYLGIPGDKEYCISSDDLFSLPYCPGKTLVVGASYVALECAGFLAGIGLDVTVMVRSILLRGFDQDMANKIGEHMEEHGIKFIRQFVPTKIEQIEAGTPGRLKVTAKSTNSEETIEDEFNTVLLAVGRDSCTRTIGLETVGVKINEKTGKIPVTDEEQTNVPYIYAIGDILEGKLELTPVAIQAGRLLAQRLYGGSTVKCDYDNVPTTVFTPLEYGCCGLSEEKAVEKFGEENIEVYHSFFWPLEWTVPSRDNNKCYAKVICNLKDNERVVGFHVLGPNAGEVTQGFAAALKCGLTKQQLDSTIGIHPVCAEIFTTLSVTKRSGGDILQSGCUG
#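 Rat TrxR1, dispensed at 90 nM, was prereduced with 400 uM NADPH (final) for 5 min at ~22 deg C, then incubated with compound 15 min before 400 uM selenite. A first-read NADPH fluorescence drop versus no-compound background flagged substrates.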
# LDHA inh = LDHA (human) enzyme inhibition; activity change, % (values are at about 110 or 230 µM); 0.15% of 480,000 active; purified LDHA, NADH/diaphorase-resazurin fluorescence; stronger effect = lower value; P00338; in the data active means activity change below about -30%; inconclusive means mostly about -25% to -30%;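 further: plate controls were DMSO wells for no effect and wells without enzyme for full effect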
#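 LDH5 2 nM; NADH 0.06 mM, pyruvate 0.2 mM; 200 mM Tris pH 7.4, EDTA, Tween-20; 5 min RT. Detection: diaphorase 0.133 mg/mL + resazurin 37 µM, fluorescence ex540/em590 at 0 and 20 min; normalized to enzyme-free and DMSO wells.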
# rTrxR1 inhibitor = blocks rat thioredoxin reductase 1 | O89049 | recombinant rTrxR1, NADPH fluorescence consumption, selenite substrate | Potency, µM (highest dose often 114 µM), inactives show top-dose activity change, negative = inhibition, most hits filed as inhibitors | 1% of 390,000 active | AID 588453; further: potency means the concentration at half of the fitted maximal effect; on the % scale 0 is the no-effect control and ±100 the full control effect; nearly all actives have a fitted effect of over 65% in size
#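 Rat TrxR1 (90 nM in the dispensed reagent) was pre-reduced with 400 uM NADPH for 5 min at room temperature, then incubated with compound for 15 min. After 400 uM selenite was added, NADPH fluorescence (Ex 340/Em 450 nm) was followed for 8 min.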
# Vif-A3F inh = blocks the Vif interaction with APOBEC3F. 0.2% of 390,000 active. Potency, µM (top dose mostly 46.1 µM), for the others: top-dose activity, negative = active. AID 602313. HeLa A3F-eYFP + Vif (tagged APOBEC3F with the HIV-1 protein that degrades it), YFP fluorescence increase; further: potency means the concentration at half of the fitted maximal effect; % of control where 0% means no effect; nearly all actives have a fitted effect of over 65% in size
#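 HeLa cells stably expressing A3F-eYFP plus Vif, plated and incubated overnight at 37 deg C, then exposed to compounds overnight at 37 deg C. Blocked degradation read as raised yellow fluorescence (Ex 488/Em 500-530).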
# RGS4 inhibitor = human RGS4 inhibition; P49798; Transcreener GDP fluorescence polarization, RGS4-accelerated GTP hydrolysis; Potency, µM (titrated, usually from 114 µM), for the others: top-dose activity change, negative = inhibition, most hits filed as inhibitors; 0.039% of 390,000 active; further: potency means the concentration at half of the fitted maximal effect; on the % scale 0 is the no-effect control and ±100 the full control effect; nearly all actives have a fitted effect of over 75% in size; some results filed as inactive show a strong effect at the top dose
#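 MLSMR compounds (23 nl, pin-transferred) preincubated 10 min at room temperature with a 500nM (2x) first reagent, then RGS4 at 900nM (2x) plus Transcreener GDP mix added; fluorescence polarization (620/688 nm) read before and after 90 min at 30 °C.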
# Glioma ERSR ind = ER stress response induction in glioma. U87-MG GRP78 promoter luciferase reporter, 16 h. Potency, µM, inactives show at the highest dose activation, actives largely listed as activators. 0.02% of 420,000 active. AID 602332; further: potency means the concentration at half of the fitted maximal effect; series mostly up to about 76 µM; % of control where 0% means no effect; nearly all actives have a fitted effect of over 35% in size
#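 ERSR induction read as luciferase luminescence (Bright-Glo, 10 min at room temperature) in stably transfected human U87-MG glioma cells exposed to compounds for 16 h, using GRP78 as sensor.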
# USP1-UAF1 inh = blocks the human USP1/UAF1 deubiquitinase complex. 0.23% of 390,000 active. O94782. Potency, µM (series often up to 57.1 µM), for inactives: at the highest dose activity change, negative = inhibition, actives largely listed as inhibitors. AID 743255. recombinant USP1/UAF1, Ub-Rhodamine cleavage fluorescence; further: potency means the concentration at half of the fitted maximal effect; on the % scale 0 is the no-effect control and ±100 the full control effect; nearly all actives have a fitted effect of over 60% in size; inactives centre near -12
#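 1 nM enzyme complex + cpd, 15 min RT; start with Ub-Rho 150nM final; kinetic fluorescence ex 480/em 540, 6 reads q60 s. Buffer 50mM HEPES pH 7.8, 0.5mM EDTA, 0.1 mg/ml BSA, 1mM TCEP, 0.01% Tween-20.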
# mIDH1 inhibitor = human IDH1 R132H inhibition; O75874; IDH1-R132H enzyme, NADPH consumption, diaphorase/resazurin fluorescence; Potency, µM (doses to about 76.6 µM), without a hit: at the top dose activity change, negative = inhibition, hits mostly inhibitors; 0.093% of 390,000 active; AID 602179; further: potency means the concentration at half of the fitted maximal effect; on the % scale 0 is the no-effect control and ±100 the full control effect; nearly all actives have a fitted effect of over 65% in size
# Target sequence (O75874 whole entry R132H, stated change not applied): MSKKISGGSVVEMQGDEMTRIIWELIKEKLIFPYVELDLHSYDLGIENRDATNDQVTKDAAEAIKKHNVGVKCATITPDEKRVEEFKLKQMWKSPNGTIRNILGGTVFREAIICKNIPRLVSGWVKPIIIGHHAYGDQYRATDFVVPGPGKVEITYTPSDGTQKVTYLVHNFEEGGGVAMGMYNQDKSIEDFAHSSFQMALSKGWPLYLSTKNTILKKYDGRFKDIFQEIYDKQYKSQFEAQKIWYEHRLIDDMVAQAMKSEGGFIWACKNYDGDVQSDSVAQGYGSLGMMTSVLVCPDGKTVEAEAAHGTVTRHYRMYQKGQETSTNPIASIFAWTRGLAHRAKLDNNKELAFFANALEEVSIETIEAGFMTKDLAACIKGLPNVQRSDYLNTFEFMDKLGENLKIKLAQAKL
#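 IDH1-R132H (0.5 ug/mL dispensed) in pH 7.5 Tris buffer was preincubated 30 min with compound, then given a substrate mix of 0.016 mM NADPH and 2 mM alpha-KG for 80 min at room temperature; remaining NADPH was read by diaphorase/resazurin fluorescence.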
# The depositor's hits bear a star; u = inconclusive; x = no result given; & = joins results of further samples; [ ] = another dose, or the depositor's remark. Unless noted, the call rests on the fitted dose curve; in most records, active means well fitted curve in the direction sought with a large enough effect; inconclusive means small, poorly fitted or top-dose-only effect, or another doubt; inactive means no such curve, though single readings can be large; an effect the other way counts as inactive or inconclusive.
# Every second line gives: Vif-A3G inh	TrxR1 substrate	LDHA inh	rTrxR1 inhibitor	Vif-A3F inh	RGS4 inhibitor	Glioma ERSR ind	USP1-UAF1 inh	mIDH1 inhibitor
Cc1onc(-c2ccc(F)cc2F)c1C(=O)Nc1cccc(C(F)(F)F)c1
    -3%	2%[57.1 µM]	7	9%[57.1 µM]	u	15%	-5%	-20%	16%
Cc1ccc(Cc2nc3ccccc3nc2SCC(=O)N2CCN(c3ccc(F)cc3)CC2)cc1
    3%	4%[57.1 µM]	-1	2%[57.1 µM]	1%	-32%	-3%	-14%	-14%
CN1CCN(C(c2ccc(F)cc2)c2nnnn2Cc2cccs2)CC1 (stereo not given)
    -7%	-3%	0	-12%	x	-15%	-4%	0%	0%
Cc1cc(C)nc(NS(=O)(=O)c2ccc(NC(=O)c3ccccc3O)cc2)n1
    4%	46%[activator]	11	-26%	-2%	3%	-3%	-7%	-11%
CC(C)[C@H](NC(=O)c1ccccc1)C(=O)OCC(=O)Nc1ccc2c(c1)OCCO2
    -3%	3%	-5	21%	1%	0%	-2%	-14%	12%
CCCCCCSc1ccc([C@@H]2[C@@H]3C(=O)N(CC)C(=O)[C@@H]3[C@]3(C(=O)OC)CCCCN23)cc1OC
    -11%	-2%	2	u	-27%	-37%	1%	u	13%
COC(=O)c1c(NC(=O)Cc2ccccc2)sc2c1CCN(C(C)C)C2
    5%	-6%	6	7%[57.1 µM]	-8%	22%	-4%	-11%	-7%
CC(=O)c1ccc(NC(=O)C(C)N(C)CC(=O)Nc2cccc(F)c2)cc1 (stereo not given)
    1%	6%	-6	4%[57.1 µM]	-20%	-13%	-6%	-22%	16%
CCNC(=O)c1ccc(N(C)S(=O)(=O)c2cccs2)cc1
    11%	6%	-9	11%	17%	4%	-3%	-14%	8%
CCN(CC)S(=O)(=O)c1ccc2c(c1)c(=O)c(C(=O)N1CCN(c3ccc(OC)cc3)CC1)cn2C
    5%	5%	-1	22%	5%	14%	-3%	-7%	0%
Cc1ccc(C(=O)COc2cc(C)nc3nncn23)cc1
    2%	0%	-1	14%	8%	-13%	0%	-19%	6%
COc1cc(OC)c2c(-c3ccccc3)cc(=O)oc2c1C(CCN1CCN(c2ccccc2)CC1)c1ccc(N(C)C)cc1 (stereo not given)
    -1%&0%	-3%&4%	1	14%&14%	-1%	-5%&-2%	-5%&-6%	-19%	2%
CCOC(=O)c1cnc2ccc(Cl)cc2c1NCCN(C)C
    5%	7%[57.1 µM]	3&-1	9%[57.1 µM]	-7%	18%	-5%	-11%	2%
COc1cc(OC)c(NC(=O)NCCn2nnc3cc(S(=O)(=O)N(C)C)ccc32)cc1Cl
    1%	1%[57.1 µM]	0	11%[57.1 µM]	-6%	11%	-1%	-24%	0%
CC(C)c1ccc(N(CC(=O)N/N=C/c2ccc(OC3CSC3)cc2)S(=O)(=O)c2ccccc2)cc1
    0%	6%	-3	12%	-10%	-15%	-7%	-2%	2%
CC(CN1CCCCC1)OC(=O)c1ccc2c(c1)OCCO2 (stereo not given)
    -3%	6%	-4	24%	-18%	-30%	2%	u	0%
O=C(O)Cn1nc(-c2ccc(F)cc2)oc1=O
    0%	-1%	-5	10%	x	u	-5%	-6%	4%
COCCNC(=O)Nc1ccc2c(c1)N(C)C(=O)c1ccccc1S2
    -5%	5%[57.1 µM]	-10	25%[57.1 µM]	8%	17%	-1%	-26%	17%
O=C(Cc1ccccc1[N+](=O)[O-])NC1CC2CCC1C2 (stereo not given)
    1%	-2%	-2	8%	3%	9%	1%	-2%	-13%
COc1ccc(NC(=O)CSc2nnc(C3CCCCC3)n2N)cc1
    -2%	7%[57.1 µM]	-7	18%[57.1 µM]	0%	0%	-10%	-15%	5%

# Gathered by group: the entries above containing a Cl atom (two)
# Every second line gives: Vif-A3G inh	TrxR1 substrate	LDHA inh	rTrxR1 inhibitor	Vif-A3F inh	RGS4 inhibitor	Glioma ERSR ind	USP1-UAF1 inh	mIDH1 inhibitor
CCOC(=O)c1cnc2ccc(Cl)cc2c1NCCN(C)C
    5%	7%[57.1 µM]	3&-1	9%[57.1 µM]	-7%	18%	-5%	-11%	2%
COc1cc(OC)c(NC(=O)NCCn2nnc3cc(S(=O)(=O)N(C)C)ccc32)cc1Cl
    1%	1%[57.1 µM]	0	11%[57.1 µM]	-6%	11%	-1%	-24%	0%

# Additional structures:
# Every second line gives: Vif-A3G inh	TrxR1 substrate	LDHA inh	rTrxR1 inhibitor	Vif-A3F inh	RGS4 inhibitor	Glioma ERSR ind	USP1-UAF1 inh	mIDH1 inhibitor
O=C(Cc1ccccc1)NCC(=O)OCc1cccc([N+](=O)[O-])c1
    2%	-7%	0	13%	0%	-7%	-2%	-7%	-6%
COC(=O)c1cccc(N(C(=O)CNC(=O)c2ccco2)C(C(=O)NC2CCCC2)c2ccco2)c1 (stereo not given)
    0%	8%	-7	-7%	-9%	30%	-8%	-5%	-5%
COc1ccc(C(=O)NCCc2cn3ccc(C)cc3n2)cc1
    0%	15%[57.1 µM]	-3	26%[57.1 µM]	-4%	3%	0%	-8%	-15%
CCOc1ccc(N(CC(=O)NCc2ccccc2)S(=O)(=O)c2ccc(C)cc2)cc1
    2%	-11%	-5	8%[57.1 µM]	-10%	8%	-2%	-11%	0%
Cc1c(CC(=O)NCCc2ccccc2)c(=O)oc2c(C)c3occ(C(C)(C)C)c3cc12
    -5%	11%	-1	38%[activator]	-5%	3%	-4%	-25%	-6%
Cn1c(-c2ccccc2)cccc1=O
    0%	4%	-5	1%	-2%	18%	0%	-13%	11%
CC(C)CN(C(=O)CSc1nc2ccccc2[nH]1)c1c(N)n(Cc2ccccc2)c(=O)[nH]c1=O
    1%	x	-8	x	-11%	x	5%	2%	1%
Cc1c(C(=O)N(C)c2cccc(Cl)c2)cnn1-c1ccccc1
    1%	11%	0	42%[activator]	-10%	10%	4%	-13%	9%
CCc1ccc(NC(=O)C(CC)c2ccccc2)cc1 (stereo not given)
    0%	6%	0	19%	-1%	-26%	-1%	-10%	4%
NC(=O)c1ccc2c(c1)S(=O)(=O)c1ccccc1C2=O
    -1%	-3%	-1	10%[57.1 µM]	0%	-13%	-1%	-23%	-5%
CNc1nc2[nH]c(=O)c3c(c2s1)OC(N)=C(C#N)C3c1ccccc1 (stereo not given)
    0%	-15%	5	-15%	-3%	19%	-6%	-13%	7%
CCOc1ccc2nc(Cl)c(C3CC(c4ccc(C)cc4)=NN3C(=O)CCC(=O)O)cc2c1 (stereo not given)
    2%	2%	-6	1%	-2%	0%	-1%	u	-1%
Cc1nc2ncnn2c(C)c1CCC(=O)NCc1ccccc1Cl
    -3%	4%	-4	36%[activator]	-1%	2%	-3%	-20%	18%
O=[N+]([O-])c1ccc(Cl)c(/C=N/N2CCN(c3ccccc3)CC2)c1
    0%	0%[57.1 µM]	0	24%[57.1 µM]	0%	3%	-2%	-6%	2%
O=C(NCC1CCCO1)c1c(O)c2c([nH]c1=O)CCCC2 (stereo not given)
    -3%	3%	2	14%	-19%	-18%	2%	-2%	2%
CC(C)CC(=O)Nc1nc2c(s1)CC(C(C)(C)C)CC2 (stereo not given)
    0%	23%	0	2%	-1%	-3%	6%	-16%	-7%
Cc1cccc(-n2nnnc2SCC(=O)c2cc(C)n(CC3CCCO3)c2C)c1 (stereo not given)
    0%	13%[57.1 µM]	-10	22%[57.1 µM]	-7%	9%	2%	-9%	1%
CCOC(=O)CC(NC(=O)c1ccco1)c1ccc(C)cc1 (stereo not given)
    0%	6%[57.1 µM]	-1	-2%[57.1 µM]	7%	27%	-2%	-9%	6%
O=C(CNS(=O)(=O)c1ccc(Br)cc1)N1CCN(Cc2ccccc2)CC1
    -2%	-2%[57.1 µM]	-4	6%[57.1 µM]	5%	-11%	-3%	-19%	-1%
O=C(Cn1c(C(F)(F)F)nc2ccccc21)c1ccccc1
    2%	-3%	-6	2%	-1%	-16%	0%	-11%	0%
CCOC(=O)CSc1[nH]c2cc(OC)ccc2c1[N+](=O)[O-]
    -1%	12%[57.1 µM]	-3	-53%	1%	3%	-3%	-19%	2%

# Results in USP1-UAF1 inh, TrxR1 substrate and rTrxR1 inhibitor, for some of the entries so far:
compound | USP1-UAF1 inh | TrxR1 substrate | rTrxR1 inhibitor
COc1ccc(NC(=O)CSc2nnc(C3CCCCC3)n2N)cc1 | -15% | 7%[57.1 µM] | 18%[57.1 µM]
O=C(CNS(=O)(=O)c1ccc(Br)cc1)N1CCN(Cc2ccccc2)CC1 | -19% | -2%[57.1 µM] | 6%[57.1 µM]
Cc1nc2ncnn2c(C)c1CCC(=O)NCc1ccccc1Cl | -20% | 4% | 36%[activator]
CC(CN1CCCCC1)OC(=O)c1ccc2c(c1)OCCO2 (stereo not given) | u | 6% | 24%
CCOC(=O)c1cnc2ccc(Cl)cc2c1NCCN(C)C | -11% | 7%[57.1 µM] | 9%[57.1 µM]

# Not all compounds are listed. The share of hits here may be higher or lower than overall.
